Assay outcomes deposited in PubChem by several laboratories.
PG9 Ab binder: small molecules binding HIV-1 gp120 antibody PG9. TR-FRET gp120-PG9 antibody binding. inhibition, % at 6.7 µM. hit rate 0.43% among 360,000; in the data active = inhibition above about 8.5%
PRMT1 FP inh: blocks human protein arginine methyltransferase 1 | recombinant PRMT1, activity-based probe fluorescence polarization | hit rate 1.3% among 370,000 | inhibition, % at 2.79 µM | Q99873;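 active = inhibition above about 21% made by adding two undisclosed values, limit read from the data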
rCAG binder: molecules binding r(CAG) RNA repeats; r(CAG) RNA repeat, TO-PRO-1 dye displacement fluorescence; inhibition, % at 3 µM; hit rate 1.3% among 370,000;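 active = inhibition above the plate cutoff, the mean of all test compounds on that plate plus 3 SD, cut at about 35% in these data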;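 also: 0% = DMSO alone and 100% = 100 µM mitoxantrone as full dye displacement; higher means more dye released from RNA so lower well fluorescence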
HTRA1 inhibitor: HTRA1 (human) protease inhibition | Q92743 | recombinant HTRA1, FP-rhodamine activity-based probe, fluorescence polarization | inhibition, % at 5.96 µM | hit rate 0.5% among 340,000 | AID 504803; in the data active = inhibition above about 36%;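 also: 0% = enzyme with DMSO and 100% = wells lacking enzyme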
Target sequence (Q92743 whole entry, looked up): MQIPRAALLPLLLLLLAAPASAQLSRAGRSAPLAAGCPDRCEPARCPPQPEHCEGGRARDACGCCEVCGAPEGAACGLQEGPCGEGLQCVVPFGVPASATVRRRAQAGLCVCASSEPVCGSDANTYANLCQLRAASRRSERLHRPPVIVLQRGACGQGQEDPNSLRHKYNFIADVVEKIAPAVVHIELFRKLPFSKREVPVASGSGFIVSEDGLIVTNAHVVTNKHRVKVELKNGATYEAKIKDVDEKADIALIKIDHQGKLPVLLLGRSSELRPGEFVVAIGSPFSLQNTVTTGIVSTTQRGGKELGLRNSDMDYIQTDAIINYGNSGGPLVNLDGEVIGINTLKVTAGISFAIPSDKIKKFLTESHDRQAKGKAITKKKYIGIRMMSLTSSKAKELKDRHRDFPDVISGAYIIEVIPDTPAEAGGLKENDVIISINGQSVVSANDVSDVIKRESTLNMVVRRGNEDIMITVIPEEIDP
MBD2 inh: inhibitors of human MBD2 binding to methylated oligonucleotide; Q9UBB5; TR-FRET; inhibition, % at 4.4 µM; hit rate 0.31% among 370,000; AID 686964; in the data active = inhibition above about 13%
Target sequence (Q9UBB5 whole entry, looked up): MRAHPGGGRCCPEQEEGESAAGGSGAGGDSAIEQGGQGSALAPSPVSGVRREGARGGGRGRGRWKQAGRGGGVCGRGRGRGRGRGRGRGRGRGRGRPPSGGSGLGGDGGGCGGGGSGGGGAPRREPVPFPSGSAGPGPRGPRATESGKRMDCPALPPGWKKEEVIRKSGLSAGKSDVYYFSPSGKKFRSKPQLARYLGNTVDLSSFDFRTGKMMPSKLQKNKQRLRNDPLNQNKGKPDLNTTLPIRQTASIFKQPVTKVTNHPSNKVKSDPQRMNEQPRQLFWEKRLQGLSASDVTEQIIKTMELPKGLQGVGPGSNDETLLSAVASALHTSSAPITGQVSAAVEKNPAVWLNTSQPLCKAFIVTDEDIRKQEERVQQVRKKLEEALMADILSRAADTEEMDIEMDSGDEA
LEDGF integ inh: blocks HIV-1 LEDGF/p75-dependent DNA integration; AID 743269; inhibition, % at 3.7 µM; TR-FRET IN-LEDGF/p75 DNA integration, Eu/Cy5; hit rate 0.64% among 370,000;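 active = inhibition above the screen-wide mean plus 3 SD, cut at about 13% in these data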;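 also: signal is the Cy5 over europium emission ratio at 671 and 618 nm; 0% = plate median of compound wells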
UHRF1 MBD2 ctr: blocks human UHRF1 binding to methylated DNA; Q96T88; UHRF1 binding to methylated oligo, TR-FRET; inhibition, % at 4.4 µM; hit rate 0.75% among 370,000; in the data active = inhibition above about 21%;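 also: UHRF1 SRA domain binding a hemimethylated CpG hairpin DNA probe; 0% = median of test compound wells and 100% = reference inhibitor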
TCR-CD3 inh: human TCR-CD3 binding inhibition; TAMRA-labeled TCR probe fluorescence, biochemical; inhibition, % at 9.4 µM; hit rate 0.37% among 360,000; in the data active = inhibition above about 19%;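 also: recombinant mutant TCR 2C K166C tagged with TAMRA read by polarization; 0% = receptor in buffer alone and 100% = receptor with positive control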
Rev-erbA mod: Rev-erb alpha (human) modulation | Rev-erbα–FITC-DNA binding, fluorescence polarization, 90 min | hit rate 0.79% among 370,000 | P20393 | activity, % at 10 µM;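 active = activity above about 14%, limit read from the data; passing the limit was not always enough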;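 also: 0% = DMSO wells with 35 nM protein and 100% = DMSO wells with 750 nM protein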
ABHD4 inh: inhibitors of mouse ABHD4; Q8VD66; hit rate 0.54% among 370,000; purified mABHD4, FP-Rh probe fluorescence polarization; inhibition, % at 8.92 µM;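 active = inhibition exceeding the mean over every tested compound plus 3 SD, cut at about 30% in these data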;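 also: 0% = plate median of compound wells and 100% = S159A mutant with DMSO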
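Assay system: mABHD4 protein; medium: HEPES pH 7.0, NaCl, Pluronic buffer; dosing: 8.92 µM, single dose; schedule: 45 min + 60 min at 25 °C; signal: FP readout, ex 525 nm / em 598 nm; read-out: normalized percent inhibition of probe labeling; repeats: single replicate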
* = called active by the depositor; . = no result given. Only part of the results is shown; the hit share may differ from the screen's.

no.	Molecule	MBD2 inh	rCAG binder	TCR-CD3 inh	HTRA1 inhibitor	PRMT1 FP inh	Rev-erbA mod	PG9 Ab binder	UHRF1 MBD2 ctr	ABHD4 inh	LEDGF integ inh
1	Cc1cccc(C)c1NS(=O)(=O)c1c(C)[nH]c(=O)[nH]c1=O	-3	-1	4	2	-3	-9	-1.7	3	4	3
2	O=C1CCC/C=C\C[C@@H](CC(=O)N(CCO)Cc2ccccc2)C(=O)NCCO1	1	-3	-2	-3	-1	3	1.4	-1	7	-1
3	COc1ccc(CNCc2cccc(C)c2)cc1	1	3	2	-2	1	-2	0.6	3	8	0
4	Cc1c(C)n(C)c2ccc(C(=O)NCCCN3CCN(c4ccccc4F)CC3)cc12	1	-6	-1	-2	5	0	-1.6	1	5	-4
5	NC(=O)c1c(NC(=O)c2cccnc2Cl)sc2c1CCCC2	-3	1	-1	-1	-2	1	0.2	-5	-6	2
6	O=c1[nH]c2cc(Br)cnc2nc1/C=C(\O)c1ccc(F)cc1	-1	7	-21	-7	2	8	-0.6	0	-44	1
7	COc1cccc(C(NC(C)=O)c2nc(-c3cccc(F)c3)cs2)c1 (stereo not drawn)	-1	4	3	.	2	6	0.6	6	-7	-4
8	CCOC(=O)C1=C(C)NC(C)=C(C(=O)OCC)C1C(=O)OCC(=O)c1ccc2c(c1)OCCO2	1	-2	-3	-4	-4	-1	-1.1	-2	-7	2
9	Cc1ccc2nc3c(c(N)c2c1)CCN3C	6	0	-13	-2	12	4	-1.3	9	-4	-3
10	CCOc1nc(C)ccc1-c1noc(-c2ccco2)n1	-3	-1	-3	-7	-2	-5	-0.4	2	0	3
11	CCNC(=O)N1CCN(c2ccc(N3CCN(C(=O)NCC)[C@@H](C)C3)c(C)c2)[C@@H](C)C1	2	0	8	.	-1	2	-0.5	-3	-6	2
12	COc1ccc(-c2oc(=O)c3cc(OC)c(OC)cc3c2C#CCCO)cc1	1	11	4	-20	2	0	0.2	9	-6	2
13	Cc1cc2ccccc2cc1C(=O)c1ccccc1	1	0	3	-15	0	1	-0.2	0	-4	-1
14	O=C(Nc1cccc2ncccc12)c1cc(Br)ccc1Cl	-1	1	2	-6	-3	-1	-1.3	-1	2	1
15	Cc1ccc(S(=O)(=O)CCC(=O)NCCc2ccc(Cl)cc2)cc1	0	-4	3	-4	-4	-8	-0.4	-2	-6	9
16	Nc1nc(-c2c(Cl)cccc2Cl)no1	6	0	-7	-3	1	6	-1.0	-2	-2	-1
17	CCC(=O)N1CCc2cc(S(=O)(=O)NCCN3CCCCC3CC)ccc21 (stereo not drawn)	-3	1	3	-5	-1	-1	-2.1	2	-4	-1
18	O=C(CCc1ccccc1)Nc1ccc2c(c1)OCCO2	-6	-5	8	2	-3	-5	0.3	-4	1	-3
19	CN1CCCC(OC(=O)CCCC(=O)OC2CCCN(C)C2)C1 (stereo not drawn)	3	0	0	3	-4	2	1.7	1	5	-2
20	CN(C)/C(=N\S(=O)(=O)c1ccccc1)c1ccc([N+](=O)[O-])cc1	1	-2	-3	2	-3	-5	-1.9	6	-4	2
21	NC(=O)CSc1nc2c(sc3ccccc32)c(=O)n1CCCC(=O)NCC1CCCO1 (stereo not drawn)	-6	-3	-2	-1	-3	2	1.9	2	-6	2
22	O=C(O)CC1SC(=Nc2cccc(C(F)(F)F)c2)NC1=O (stereo not drawn)	-1	4	12	7	2	2	-0.3	1	0	0
23	COc1cc(C(=O)NC2CCN(Cc3nnnn3Cc3cccs3)CC2)cc(OC)c1OC	2	-5	2	3	-2	-4	3.0	0	-1	1
24	Cc1ccc(C23CC4CC(CC(C(=O)N5CCOCC5)(C4)C2)C3)cc1	0	-4	1	-3	1	-1	-1.2	-4	-5	-4
25	COC(=O)c1ccc(-c2ncc(-c3cccc4ccccc34)o2)cc1	1	3	11	-5	-2	-2	0.6	1	0	4

Looked up one by one from the entries so far (4):
no.	Molecule	MBD2 inh	rCAG binder	TCR-CD3 inh	HTRA1 inhibitor	PRMT1 FP inh	Rev-erbA mod	PG9 Ab binder	UHRF1 MBD2 ctr	ABHD4 inh	LEDGF integ inh
23	COc1cc(C(=O)NC2CCN(Cc3nnnn3Cc3cccs3)CC2)cc(OC)c1OC	2	-5	2	3	-2	-4	3.0	0	-1	1
24	Cc1ccc(C23CC4CC(CC(C(=O)N5CCOCC5)(C4)C2)C3)cc1	0	-4	1	-3	1	-1	-1.2	-4	-5	-4
12	COc1ccc(-c2oc(=O)c3cc(OC)c(OC)cc3c2C#CCCO)cc1	1	11	4	-20	2	0	0.2	9	-6	2
5	NC(=O)c1c(NC(=O)c2cccnc2Cl)sc2c1CCCC2	-3	1	-1	-1	-2	1	0.2	-5	-6	2

New compounds follow
no.	Molecule	MBD2 inh	rCAG binder	TCR-CD3 inh	HTRA1 inhibitor	PRMT1 FP inh	Rev-erbA mod	PG9 Ab binder	UHRF1 MBD2 ctr	ABHD4 inh	LEDGF integ inh
26	CCCn1c(=O)c(C#N)cn(C2CC2)c1=O	3	0	-3	5	-5	-1	0.5	-1	5	-3
27	COc1ccc(C2=NN(C(=O)CSc3cn(C)c4ccccc34)C(c3ccc(OC)cc3)C2)cc1 (stereo not drawn)	5	7	3	-44	-7	8	-2.1	-2	-19	4
28	N/C(=N\OC(=O)c1cccc(Cl)c1)c1ccccn1	-5	-3	4	-3	-3	2	-1.6	-4	-14	-7
29	O=C(c1ccc([N+](=O)[O-])s1)N1CCc2ccccc2C1	-3	-2	-1	9	-3	0	-1.2	0	1	6
30	COc1ccc(OC)c(S(=O)(=O)NC(=O)C2(C)CCN2C(=O)c2ccco2)c1 (stereo not drawn)	5	3	4	.	-8	-2	-1.2	-1	-3	1
31	Cn1nnnc1SCC(=O)NC1CCCc2ccccc21 (stereo not drawn)	0	-2	-2	11	-6	0	-2.1	2	-7	3
32	CCOc1ccc(C(=O)/C=C/Nc2ccc(S(=O)(=O)Nc3onc(C)c3C)cc2)cc1	-7	42*	9	-14	0	0	-2.5	2	6	5
33	O=C(c1ccc(Br)o1)N(Cc1ccccc1)c1ccccn1	0	-5	0	-3	0	-2	-0.7	-3	-3	1
34	Cc1ccc(NC(=S)N2CCCCC2CO)cc1C (stereo not drawn)	0	-5	12	-2	0	0	-0.8	-2	1	3
35	Cc1cccc(NC(=S)NCC(C)CSc2ccc(Cl)cc2)c1 (stereo not drawn)	-4	9	0	-44	2	0	1.4	1	-26	-5
36	COc1ccc(NC(=O)NCc2cccnc2)cc1	2	-2	-2	-7	-1	-3	-0.7	2	5	-4
37	CCn1nnc2cc(C(=O)Nc3cc(S(C)(=O)=O)ccc3Cl)ccc21	-8	10	-7	-7	-1	2	-0.3	-2	-4	-5
38	Clc1ccc2c(NCCNC3CCCCC3)ccnc2c1	-5	6	0	10	-2	2	0.1	3	9	3
39	Cc1cc(C)cc(OCCNC(=O)c2cc(S(=O)(=O)N3CCOCC3)ccc2F)c1	-1	1	-6	-12	3	6	1.0	3	-1	-6
40	CCc1ccc(NC(=O)CSCc2nc(N)nc(Nc3ccccc3CC)n2)cc1	0	-5	-2	-19	-2	1	1.8	-1	-3	-2
41	Clc1ccccc1N=Nc1ccccn1	-1	-10	28*	27	63*	5	-2.7	5	41*	25*
42	COc1ccc(NC(=O)C(CC(=O)O)C(C)c2ccccc2)cc1 (stereo not drawn)	-5	0	-1	3	0	0	-2.0	0	-2	4
43	Cc1cccc(N2CCN(C(=S)c3ccccc3)CC2)c1	4	-1	10	-5	-1	3	-1.8	0	-6	-1
44	CCOc1cccc2sc(=NC(=O)c3ccco3)n(CC(=O)OC)c12	5	-3	0	-13	-3	5	-1.4	0	0	1
45	CCCNC(=O)Cc1c(O)c2ccccc2[nH]c1=O	-11	1	10	2	-2	-4	1.4	0	-4	0
46	CC1=C(C(=O)Nc2ccccc2C)C(c2ccc(C)o2)NC(=S)N1 (stereo not drawn)	3	5	3	0	21	-1	-0.4	2	-2	-4
47	Cc1ccc(NC(=O)COC(=O)Cn2nc(-c3ccc(F)cc3)oc2=O)cc1C	1	1	3	-3	-9	-2	-1.1	1	-1	3
48	CCOc1ccccc1CN1CCNC(=O)C1CC(=O)NCCCn1cccn1 (stereo not drawn)	1	-3	2	7	3	0	-1.5	1	6	-2
49	CN1CCN(C(=O)N2c3ccccc3CCc3ccccc32)CC1	1	-8	5	2	-2	0	-2.1	1	-4	2
50	COc1ccc2oc(C(=O)OCC(=O)NC(=O)NC(C)C)c(C)c2c1	-6	-4	-2	1	-1	2	-0.9	-1	-2	-1
51	COC(=O)C1CCN(C(=O)COC(=O)c2ccc(=O)n(Cc3ccccc3)n2)CC1	-2	-3	2	-5	0	-2	0.0	-3	3	2
52	Cc1cccc(-c2noc(CN(C(=O)C34CC5CC(CC(C5)C3)C4)C(C)C)n2)c1	2	-2	-3	-1	-2	-3	-0.7	-5	-2	4
53	COc1cc2c(Cc3ccccc3)cncc2cc1O	2	2	-2	8	2	6	0.5	1	18	-2
54	S=C(c1c[nH]c2ccccc12)N1CCOCC1	-2	-1	-2	2	1	-3	-2.1	4	-5	0
55	Cc1cc2occ(CC(=O)N(C)CC(=O)Nc3ccc(F)cc3)c2cc1C	-4	0	-3	-7	0	3	1.3	-3	-3	0
56	CCN(CC)Cc1c(C(=O)N/N=C/c2ccncc2)nnn1-c1nonc1N	1	-2	0	2	-3	-7	-0.8	0	3	-3
57	CN(C)S(=O)(=O)N1CCC(Oc2ccc(C(=O)NC3CCOC(C)(C)C3)cc2)CC1 (stereo not drawn)	-2	-6	1	3	-3	0	-1.7	1	-4	2
58	O=c1c2sc(-c3ccccc3)cc2nc2n1CCC2	1	2	4	-8	-1	-2	0.7	-2	9	1
59	C[C@H](CO)N1C[C@H](C)[C@@H](CN(C)C(=O)Nc2cccc3ccccc23)OCCCC[C@H](C)Oc2ccc(NS(=O)(=O)c3cn(C)cn3)cc2C1=O	1	9	-6	.	3	0	1.1	2	1	-6
60	CCc1ccc(OCc2nc(-c3ccccn3)no2)c(Br)c1	-4	-8	-2	-24	-1	5	-0.5	0	-19	-1
61	COc1ccccc1N=Nc1c(C)n[nH]c1C	-5	-4	1	5	-4	1	-1.8	1	2	-3
62	O=C(NC(c1cccnc1)c1ccc2c(c1)OCO2)C1CCN(CCOc2ccc(Cl)cc2Cl)CC1 (stereo not drawn)	3	3	-4	.	2	-6	-0.7	0	4	-3
63	Cc1cccc(N2CCN(C(=O)NCc3ccc(Cl)cc3)CC2)c1	2	8	9	-4	-2	-1	-1.5	2	2	-3
64	Cc1ccc(CNC(=O)CCS(=O)(=O)c2ccc3c(c2)NC(=O)C(C)S3)cc1 (stereo not drawn)	0	-2	-7	-9	-3	0	0.4	3	-5	1
65	Cc1noc(C(=O)Nc2cccc(O)c2)c1Cl	1	0	3	-8	3	0	-1.0	5	-3	-1
66	Cc1ccc(S(=O)(=O)N2CCCN(c3nccc(C(F)(F)F)n3)CC2)cc1	-5	-7	-8	.	-1	7	-2.8	4	2	0
67	CCOc1ccc(CCNC(=O)COC(=O)c2[nH]c(C)c(C(C)=O)c2C)cc1OCC	9	2	6	3	3	-5	-0.3	20	-5	0
68	Cc1c(C(=O)N2CCCC2)oc2ccc(Br)cc12	-2	5	10	-12	1	12	-0.9	5	-3	0
69	C=CCSc1nc2ccsc2c(=O)n1-c1cccnc1	-4	-3	6	.	-2	-1	-1.1	1	-1	5
70	Cc1nn(C(=O)c2c(-c3ccccc3)noc2C)c(C)c1N=Nc1cc(C(F)(F)F)cc(C(F)(F)F)c1	-3	0	4	-4	1	-1	-1.7	-1	-2	-1
